Screens deposited in PubChem BioAssay by several laboratories.
T cell HTS = T cell immune modulators affecting CD8 T cell-vesicle binding; 2C CD8+ T cell-vesicle binding, flow cytometry; active compounds read low; calls only at 7 µM; 330,000 compounds, 0.068% hits;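 active = response, share of CD8 T cells binding vesicles, and their 90th percentile fluorescence all below set limits, cut at about 80% in these data, passing the limit was not always enough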
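Material: murine 2C transgenic CD8+ T lymphocytes / Also added: QL9-peptide-loaded Drosophila micro-vesicles bearing Ld, ICAM-1 and B7-1 / Schedule: binding step 1.5 h, 37 °C, antibody labelling 20 min, ice / Signal: flow cytometry, PE anti-B7-1 (FL2) versus Alexa647 anti-CD8 (FL8), PFA-fixed / Evaluation: percent CD8+ FL2 mean versus row control / Benchmarks: naked versus QL9-loaded vesicles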
West Nile antiviral = West Nile virus antiviral activity, cell-based, CPE readout (AID 1621); one-dose CPE inhibition, % at 10 µM; IC50 in µM for titrated hits; West Nile virus-infected cells, CPE inhibition; higher % means a stronger effect; 290,000 compounds, 0.02% hits; in the data active = a potency from the dose series; inconclusive = CPE inhibition mostly from about 3.7% at the one dose, without a potency; inactive = the rest, 99 in 100 with CPE inhibition below about 2.2%; also: strong numbers were not always called active
bCat nuc transl = modulators of beta-catenin nuclear translocation; HeLa beta-catenin nuclear translocation, immunofluorescence imaging; nuclear translocation activity, % at 5 µM; 190,000 compounds, 0.3% hits; AID 1665;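 active = nuclear translocation activity above 50% at 5 µM, with a well cell count of 50 or more; inconclusive = wells under 50 cells across six images, flagged as toxic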;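 also: per-cell ratio of nuclear to cytoplasmic median beta-catenin stain intensity; plate controls were DMSO negative control for no effect and GSK-3 inhibitor IX positive control for full effect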
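Test system: human HeLa cell line; Doses: 5 µM primary, 0.02–20 µM confirmation; Incubation: 24 h compound exposure, 37°C; Detection: beta-catenin immunofluorescence imaging with DAPI; Read-out: beta-catenin nuclear/cytoplasmic ratio, % activation.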
Myeloid diff 2 = myeloid differentiation induction. calls only at 10 µM. ER-HoxA9 myeloid progenitors, lysozyme-GFP differentiation, flow cytometry. 360,000 compounds, 1% hits;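 active = normalized GFP-positive differentiation at or above the plate's own cutoff, the solvent-only control mean plus 3 SD; inconclusive = no clear call, values can overlap the other calls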;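 also: cells exposed to compound for four days before flow analysis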
Autophagy mod = modulators of autophagy; MEF GFP-LC3 puncta imaging; test concentration mostly 10 µM; calls only at 10 µM (by protocol); 190,000 compounds, 0.98% hits; AID 463193;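 active = percentage of spot-positive cells more than 3 SD above its plate mean, without a fluorescence outlier flag or 80% toxicity; inconclusive = no clear call, values can overlap the other calls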;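 also: spot-positive cell cutoff set from DMSO-treated cells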
Ins promoter up = MIN6 insulin promoter up-regulation; 190,000 compounds, 0.3% hits; z-score at 5 µM; MIN6 insulin promoter-GFP reporter, high-content imaging; active compounds read high; AID 1625;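 active = z-score above 3 at 5 µM with at least 500 cells counted in the well; inconclusive = wells under 500 cells, flagged as cytotoxic or low count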
Hep lipid drop = modulators of hepatic lipid droplet formation; 240,000 compounds, 0.4% hits; inhibition, % at 6.5 µM; AML12 mouse hepatocytes, oleate lipid droplets, BODIPY imaging;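 active = lipid droplet intensity inhibited by at least 50%, with more than 500 cells counted; inconclusive = wells with under 300 cells, treated as cytotoxic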
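Material: mouse AML12 hepatocyte cell line, fixed after treatment; Timing: compound with oleate, overnight; Technique: high-content imaging of BODIPY-stained droplets and DAPI nuclei; Probe or stimulus: oleate, 100 µM final; Dosing: compound at 6.5 µM only.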
MT stabilizer = stabilizes microtubules in HeLa cells; HeLa tubulin immunostaining HCS, 24 h; share of cells brighter than vehicle mean+2SD; % tubulin-high responders, % at 10 µM; 200,000 compounds, 0.83% hits; AID 2205;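 active = plate Z-score above 3 for both tubulin-high and condensed-nucleus cell shares, with cell loss under 80%, at 10 µM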;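 also: anti alpha tubulin signal scored within the nucleus-defined area of each cell; some results filed as inactive read as strong as hits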
WT yeast gro inh = growth inhibition of WT yeast, mitochondrial fusion screen. AID 1362. inhibition, % at 10 µM. 190,000 compounds, 2.1% hits. mitochondrial fusion phenotypic screen, WT strain; in the data active = inhibition above about 58%; tested in S. cerevisiae
WT yeast gro inh mutant strain = recorded beside WT yeast gro inh, whose call it bears; inhibition, %; mitochondrial fusion phenotypic screen, mutant strain inhibition
Ins promoter up cell count = also measured in Ins promoter up; calls as there; cell count; measured here: cytotoxicity, nuclei count;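 total cells summed across four imaged fields per well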
Hep lipid drop cells 6.5 µM = second read-out of Hep lipid drop, no call of its own (marks repeat the call); cell count; measured here: cell count, cytotoxicity flag;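 cells counted across two imaged fields per well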
bCat nuc transl cell count 5 µM = further read-out of bCat nuc transl, marked with its call; cell count; measured here: cell count, cytotoxicity flag
T cell HTS vesicle-bound % = second read-out of T cell HTS, no call of its own (marks repeat the call); double positive events, %; measured here: CD8+ vesicle-bound cell fraction;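 binding gate set so that unloaded-vesicle control wells show 10% double positive cells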
MT stabilizer Hoechst-high % = recorded beside MT stabilizer, whose call it bears; % Hoechst-high responders; measured here: nuclear condensation Hoechst responders;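 share of cells brighter than vehicle mean plus two SD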
MT stabilizer cytotoxicity % = further read-out of MT stabilizer, marked with its call; toxicity, %; measured here: cytotoxicity by cell density;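 0% = mean cell density of plate MIN control wells and 100% = no cells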
Autophagy mod cell loss 18 h = recorded beside Autophagy mod, whose call it bears; toxicity, %; measured here: cell loss, nuclei count;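 cell loss after 18 h compound exposure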
Myeloid diff 2 GFP+ MAC1+ % = also measured in Myeloid diff 2; calls as there; GFP+ MAC1+ double positive, %; measured here: differentiation confirmed by MAC1 staining
An asterisk follows results filed as active; i = inactive; ? = inconclusive; · = no result given.

Compound	T cell HTS	T cell HTS vesicle-bound %	West Nile antiviral	bCat nuc transl	bCat nuc transl cell count 5 µM	Myeloid diff 2	Myeloid diff 2 GFP+ MAC1+ %	Autophagy mod	Autophagy mod cell loss 18 h	Ins promoter up	Ins promoter up cell count	Hep lipid drop	Hep lipid drop cells 6.5 µM	MT stabilizer	MT stabilizer Hoechst-high %	MT stabilizer cytotoxicity %	WT yeast gro inh	WT yeast gro inh mutant strain
CCOC(=O)c1c(NC(=O)C2CCCO2)sc(C(=O)OC(C)(C)C)c1C (stereo unspecified)	i	34	0.2%	5.1	1011	i	0.6	i	0	-1.4	858	-3	798	4.1	2.6	7.2	-6	-8
COc1ccc2nc(SCc3nc(N)nc(Nc4ccccc4)n3)[nH]c2c1	i	54	0.6%	-5.9	974	i	1.4	i	7	-0.65	1245	·	·	2.1	1.8	5.5	10	-5
CC(/C=N/NC(=O)c1cccnc1)=C\c1ccco1	i	14	-0.3%	-1.7	1181	i	15	i	28	0.1	1335	0	743	1.3	1.5	5.3	-6	-9
[O-]/C(=C(\C(=S)Nc1ccc(SC(F)F)cc1)[n+]1cccc(CO)c1)c1ccc(Cl)s1	i	52	-0.7%	-4.0	1073	i	0.4	i	-8	-1.1	1401	18	676	9.3	1.1	7.1	18	-6
O=S(=O)(Nc1nccs1)c1ccc(Cl)cc1	i	48	1.8%	1.4	1028	i	7.7	i	-10	·	·	17	779	2.3	2.1	5.5	-8	-7
CCN(C(=O)CN1CCN(c2ccccc2F)CC1)c1c(N)n(Cc2ccccc2)c(=O)[nH]c1=O	i	34	0.6%	-0.3	1050	i	0.7	i	-7	0.72	1179	1	659	2.9	2.8	5.2	-20	10
C[n+]1ccc(CC2C(=[N+]([O-])[O-])C=Nc3ncnn32)cc1 (stereo unspecified)	·	·	0.1%	-1.2	1069	i	0.2	i	-10	0.2	1277	13	688	4.2	2.8	5.3	8	-4
C/C(=N\NC(=O)c1ccc(N/N=C(\C)c2ccc(O)cc2)cc1)c1ccc(O)cc1	i	34	0.2%	-0.6	1070	i	0.4	·	·	-0.47	1463	-5	700	·	·	·	·	·
O=C(Nc1ccc(N2CCCC2)cc1)c1cc2ccccc2o1	i	63	-0.6%	·	·	i	0.3	·	·	·	·	5	869	·	·	·	·	·
CC(C)CCn1c(Sc2nc3ccccc3o2)nc2c1c(=O)[nH]c(=O)n2C	i	51	?	2.5	944	i	0.9	i	-4	·	·	-4	607	2.9	5.8	1.1	-2	0

Part of the list above, with each value named.
[O-]/C(=C(\C(=S)Nc1ccc(SC(F)F)cc1)[n+]1cccc(CO)c1)c1ccc(Cl)s1
  T cell HTS: i | T cell HTS vesicle-bound %: 52 | West Nile antiviral: -0.7% | bCat nuc transl: -4.0 | bCat nuc transl cell count 5 µM: 1073 | Myeloid diff 2: i | Myeloid diff 2 GFP+ MAC1+ %: 0.4 | Autophagy mod: i | Autophagy mod cell loss 18 h: -8 | Ins promoter up: -1.1 | Ins promoter up cell count: 1401 | Hep lipid drop: 18 | Hep lipid drop cells 6.5 µM: 676 | MT stabilizer: 9.3 | MT stabilizer Hoechst-high %: 1.1 | MT stabilizer cytotoxicity %: 7.1 | WT yeast gro inh: 18 | WT yeast gro inh mutant strain: -6

O=S(=O)(Nc1nccs1)c1ccc(Cl)cc1
  T cell HTS: i | T cell HTS vesicle-bound %: 48 | West Nile antiviral: 1.8% | bCat nuc transl: 1.4 | bCat nuc transl cell count 5 µM: 1028 | Myeloid diff 2: i | Myeloid diff 2 GFP+ MAC1+ %: 7.7 | Autophagy mod: i | Autophagy mod cell loss 18 h: -10 | Ins promoter up: · | Ins promoter up cell count: · | Hep lipid drop: 17 | Hep lipid drop cells 6.5 µM: 779 | MT stabilizer: 2.3 | MT stabilizer Hoechst-high %: 2.1 | MT stabilizer cytotoxicity %: 5.5 | WT yeast gro inh: -8 | WT yeast gro inh mutant strain: -7

New compounds follow.
Compound	T cell HTS	T cell HTS vesicle-bound %	West Nile antiviral	bCat nuc transl	bCat nuc transl cell count 5 µM	Myeloid diff 2	Myeloid diff 2 GFP+ MAC1+ %	Autophagy mod	Autophagy mod cell loss 18 h	Ins promoter up	Ins promoter up cell count	Hep lipid drop	Hep lipid drop cells 6.5 µM	MT stabilizer	MT stabilizer Hoechst-high %	MT stabilizer cytotoxicity %	WT yeast gro inh	WT yeast gro inh mutant strain
CCNC(=O)c1ccccc1-c1nc(-c2ccccc2Cl)no1	i	55	0.1%	-0.2	1042	i	3.4	i	22	-0.72	1237	·	·	4.3	3.0	5.2	19	20
Cc1cccc(CC2CC(=O)N(c3ccccc3)C2=O)c1 (stereo unspecified)	i	26	-0.1%	·	·	i	0.6	i	4	1.1	1176	5	698	3.4	1.5	7.0	-26	-13
CCc1cccc(C)c1NC(=S)NCC1CCN(c2ccc(OC)cc2)C1 (stereo unspecified)	i	58	-1.0%	·	·	i	1.7	i	3	-0.32	1202	-2	722	0.6	2.3	7.8	44	-6
O=[N+]([O-])c1ccc(OCCCCN2CCc3ccccc3C2)cc1	i	34	-1.2%	·	·	i	0.5	·	·	·	·	-17	811	·	·	·	·	·
O=C(COc1ccccc1Cc1ccccc1)NCCCN1CCOCC1	i	16	-0.3%	-1.3	1317	i	0.4	·	·	-0.22	1035	-6	671	·	·	·	·	·
CCCCNC(=S)N(C)/N=C/c1ccc(OCc2ccc(C(=O)OC)cc2)c(OC)c1	i	4	1.0%	2.2	1095	i	0.6	i	8	-0.44	1412	-2	524	2.8	3.1	3.2	-9	2
CCc1ccc(C2CC(c3cccc(OC)c3)n3nc(N)nc3N2)cc1 (stereo unspecified)	i	22	-0.5%	-0.7	1077	i	1.4	·	·	1.2	1620	-4	707	·	·	·	16	0
Cn1cnnc1SCC(C)(C)NS(=O)(=O)c1ccc(Cl)cc1	i	30	-0.2%	·	·	i	0.4	·	·	·	·	-1	851	·	·	·	·	·
Cc1occc1C(=O)N/N=C/c1ccc(-c2ccccc2)cc1	i	45	-1.5%	·	·	i	1.3	·	·	·	·	-8	771	·	·	·	·	·
Cc1ccc(C(=O)NC(C#N)=C(Cl)Cl)cc1	·	·	?	-0.4	1590	·	·	i	6	-0.78	1008	-22	653	5.6	2.8	9.9	19	20
O=C1CN(C(=O)CNCc2cccc(Cl)c2)c2ccccc2N1	i	42	0.2%	0.9	1335	i	2.0	·	·	-0.05	1365	4	708	·	·	·	·	·
O=C(Cn1c2ccccc2c(=O)c2cc([N+](=O)[O-])ccc21)Nc1ccccc1Cl	i	56	-0.8%	2.2	949	i	0.4	i	6	-0.59	1385	-8	675	4.5	3.3	0.9	10	-10
O=C(NCCC1=CCCCC1)C(=O)NCC(c1ccco1)N1CCN(c2ccc(F)cc2)CC1 (stereo unspecified)	i	6	-1.0%	-2.8	1151	i	0.4	i	3	-0.11	1384	8	707	1.9	2.7	4.7	6	16
O=C(c1ccco1)N1CCCC(c2nc3c(nnn3Cc3ccc(Cl)cc3Cl)c(=O)[nH]2)C1 (stereo unspecified)	i	39	-0.6%	·	·	i	0.1	·	·	·	·	-32	750	·	·	·	·	·
COc1ccc(C(=O)Nc2ccnn2C2CCN(Cc3ccccn3)CC2)cc1	i	21	-0.2%	·	·	i	2.6	·	·	·	·	9	729	·	·	·	·	·
CC(C)(C)OC(=O)N/N=C\c1ccc([N+](=O)[O-])s1	i	35	-1.7%	·	·	i	0.4	i	4	0.37	998	-3	614	3.5	1.7	6.7	73	82
Cn1c(CNC(=O)Cc2ccc3c(c2)OCO3)nnc1SCc1ccccc1	i	54	0.0%	0.4	1157	i	0.4	i	11	-0.17	1292	·	·	5.1	3.9	7.7	17	15
Cc1ccc(-c2[nH]c3ccccc3c2C(C[N+](=O)[O-])c2ccco2)cc1 (stereo unspecified)	i	24	0.4%	2.7	1105	i	1.4	i	-11	·	·	-27	689	1.9	2.0	0.9	69*	49*
CCCc1cc(=O)[nH]c(SCc2cc(Cl)ccc2OC(F)F)n1	i	27	0.3%	-2.1	1460	i	3.5	i	-17	-0.13	1648	·	·	1.8	1.5	9.4	24	7
COc1ccc(C2=C(N)c3ccccc3C2=O)cc1	·	·	-1.0%	1.4	1086	i	11	i	11	0.83	959	-1	765	2.3	3.0	6.5	2	-4
CCOc1ccc(NC(=O)CN(C)C(=O)c2ccc(=O)[nH]c2)cc1OCC	i	7	-0.7%	·	·	i	12	·	·	·	·	8	722	·	·	·	·	·
Nc1cccc(CCc2nc3cc4ccccc4cc3[nH]2)c1	i	33	-0.9%	81*	257*	i	3.1	i	30	0.23	1058	-20	426	18	53	45	-4	-4
Cc1cccc(Cn2ccc(NC(=O)c3cccnc3)n2)c1	i	58	-1.4%	-0.9	1168	i	0.1	i	5	1.5	1301	10	746	4.8	1.3	9.5	3	6
Cc1cc(C)n(-c2ccc(C(=O)Nc3ccc4c(c3)OCO4)cc2)n1	i	38	0.4%	·	·	i	0.8	i	-4	-0.23	874	·	·	1.6	1.3	9.3	6	6
